BoNT F protease: BoNT/F light chain protease inhibitors, primary screen, biochemical, flow cytometry, MLPCN library | 360,000 tested, 0.22% active | Multiplex microsphere protease cleavage assay | Botulinum neurotoxin type F light chain protease (Clostridium botulinum) | inhibition, % at 10 µM; in the data active = inhibition above about 35%, passing the limit was not always enough; inconclusive = no clear call, values can overlap the other calls; note: plate controls were buffer without enzyme for full effect and enzyme alone for no effect
BoNT-A LC inh2: BoNT/A light chain protease inhibitors, primary screen, biochemical, flow cytometry, MLPCN library | Botulinum neurotoxin type A light chain protease (Clostridium botulinum A str. ATCC 3502) | multiplex microsphere protease substrate cleavage | inhibition, % at 10 µM | 360,000 tested, 0.17% active; in the data active = inhibition above about 30%; inconclusive = no clear call, values can overlap the other calls; note: plate controls were buffer without enzyme for full effect and enzyme alone for no effect
CCHF vOTU inh: CCHFV vOTU protease inhibitors, primary screen, biochemical, Pep-AMC substrate, fluorescence. inhibition, % at 11.5 µM. Crimean-Congo hemorrhagic fever virus L polyprotein viral ovarian tumor (vOTU) protease …. 370,000 tested, 0.55% active. AID 651958, 2012; note: 0% = vehicle wells with enzyme and 100% = no enzyme wells
GDH-TPI counter: GDH-TPI coupling enzyme inhibitors, primary screen, artefact control for M. tuberculosis FBA inhibitor project, biochemical, absorbance, full deck; inhibition, % at 4.8 µM; GDH-TPI coupled enzyme counterscreen, NADH absorbance; 360,000 tested, 1.2% active;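 note: 0% = DMSO wells and 100% = wells lacking the enzyme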
PrPC TRFRET: inhibitors of human cell surface prion protein PrPC, primary screen, cell-based, TR-FRET | Major prion protein (Homo sapiens), P04156 | TR-FRET read-out | inhibition, % at 13.8 µM | 370,000 tested, 0.43% active | AID 720596, 2013; in the data active = inhibition above about 24%; note: 0% = median of the test wells and 100% = reference compound wells
FBA Mtb inh: Mtb FBA enzyme inhibitors, primary screen, biochemical, fluorescence, strain H37Rv | purified M. tuberculosis FBA, fluorescence read-out | 360,000 tested, 2.3% active | inhibition, % at 1 µM; in the data active = inhibition above about 27%;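 note: 0% = vehicle and 100% = reference inhibitor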
Target sequence (P9WQA3 whole entry, looked up): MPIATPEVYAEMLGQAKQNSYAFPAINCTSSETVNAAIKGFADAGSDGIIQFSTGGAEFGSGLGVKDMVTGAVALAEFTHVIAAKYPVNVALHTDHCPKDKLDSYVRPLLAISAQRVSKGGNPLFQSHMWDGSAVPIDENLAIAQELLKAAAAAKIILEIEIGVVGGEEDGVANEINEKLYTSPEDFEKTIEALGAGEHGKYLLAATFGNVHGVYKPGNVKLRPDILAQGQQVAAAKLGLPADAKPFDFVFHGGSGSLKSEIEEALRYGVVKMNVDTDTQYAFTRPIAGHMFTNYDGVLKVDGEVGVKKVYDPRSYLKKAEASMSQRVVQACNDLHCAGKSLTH
Mtb BioA inh: M. tuberculosis BioA enzyme inhibitors, primary screen, biochemical, plate reader, single point, HTS; 7,8-diaminopelargonic acid synthase BioA (Mycobacterium tuberculosis); purified M. tuberculosis BioA enzyme; inhibition, % at 9.99 µM; 360,000 tested, 0.096% active; in the data active = inhibition above about 40%; inconclusive = no clear call, values can overlap the other calls
FadD28 binding: inhibitors of FadD28 bisubstrate probe binding, primary screen, biochemical, fluorescence polarization, single point; inhibition, % at 12.5 µM; 360,000 tested, 0.22% active; AID 588549, 2011; in the data active = inhibition above about 8.5%, passing the limit was not always enough; inconclusive = no clear call, values can overlap the other calls
UGM FP inh: M. tuberculosis UGM enzyme inhibitors, primary screen, biochemical, fluorescence polarization, single point; UDP-galactopyranose mutase (Mycobacterium tuberculosis (strain ATCC 25618 / H37Rv)), …; purified UGM, fluorescence polarization probe displacement; inhibition, % at 10 µM; 320,000 tested, 0.06% active; in the data active = inhibition above about 10%, passing the limit was not always enough; inconclusive = no clear call, values can overlap the other calls
Target sequence (P9WIQ1 whole entry, looked up): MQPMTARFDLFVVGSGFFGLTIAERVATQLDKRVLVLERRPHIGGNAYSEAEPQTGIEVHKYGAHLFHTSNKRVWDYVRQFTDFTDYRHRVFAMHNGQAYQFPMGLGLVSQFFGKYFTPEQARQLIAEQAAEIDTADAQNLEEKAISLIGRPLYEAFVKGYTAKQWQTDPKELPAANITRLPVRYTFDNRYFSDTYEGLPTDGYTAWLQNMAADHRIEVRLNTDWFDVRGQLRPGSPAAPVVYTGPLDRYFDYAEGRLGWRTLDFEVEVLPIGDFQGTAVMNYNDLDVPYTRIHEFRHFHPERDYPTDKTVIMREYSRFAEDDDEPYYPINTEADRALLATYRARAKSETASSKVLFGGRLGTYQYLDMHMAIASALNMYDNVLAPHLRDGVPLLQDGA
* hit, by the source's call; ? = inconclusive; . = no result given; & = joins results of further samples. Cut-off read from the data, not from the text of the source, unless noted: active = inhibition above about 30%; inactive = the rest.

SMILES	BoNT F protease	BoNT-A LC inh2	CCHF vOTU inh	GDH-TPI counter	PrPC TRFRET	FBA Mtb inh	Mtb BioA inh	FadD28 binding	UGM FP inh
COc1ccc(NC(=O)Cn2c3ccccc3c3nc4n(c(=O)c32)CCS4)cc1	-4	0.9	-5	3	-2	-1	.	0.4	-0.3
O=C(O)c1nn(CCOc2ccccc2F)c(=O)c2ccccc12	15	2.7	1	-1	11	-3	.	-3.8	-1.3
CSc1nc(NNC=O)cc(Oc2ccc(NC(C)=O)cc2)n1	3	1.4	-11	1	-2	-2	0.5	-3.6	-0.7
Cc1cc(C(F)(F)F)c2c(N)c(C(=O)NC3CC3)sc2n1	2	3.8	4	14	-16	4	-3.9	0.6	0.7
O=C1[C@H]2[C@@H](c3ccc(F)cc3)N3C(=O)N(c4cccc(Cl)c4)C(=O)[C@@]3(Cc3ccccc3)[C@H]2C(=O)N1C1CCCCC1	-8	-0.4	4	4	0	-1	-4.1	-1.1	-1.6
O=C(CSc1ccc(-c2ccco2)nn1)N1CCCCCC1	-6	0.0	4	3	-4	3	.	-0.1	-1.3
FC(F)(F)c1cccc(CN2CCC(c3cc(-c4cccs4)n[nH]3)CC2)c1	-13	-2.7	12	5	7	1	.	-2.9	-0.2
COc1ccc(/C=C/C(=O)c2ccc([N+](=O)[O-])o2)cc1	5	1.6	7	1	0	-1	1.1	-1.5	0.3
O=C(COC(=O)Cn1cnc2ccccc21)Nc1ccc(Br)cc1	7	0.4	0	11	8	4	0.7	-2.4	.
C#CCNC(=O)C1=C[C@@H](C2CCCCC2)C[C@@H](OCc2ccc(CO)cc2)O1	-4	-0.3	0	-1	10	-3	1.7&1.6	-7.0	2.6
O=C(N/C(=C/C=C/c1ccccc1)C(=O)N1CCOCC1)c1ccccc1Cl	-3	-0.1	-2	22	-1	3	.	-2.5	-4.6
CN(C(=O)C1CC1)c1ccccc1	0	-0.2	-5	0	-7	3	.	-2.4	.
CC1(C)CC(=O)c2cc(OCC(=O)NCCN3CCCc4ccccc43)ccc2O1	-10	-0.5	-42	7	13	18	-2.4	-0.6	-2.3
COc1ccc(-c2cc(C(=O)Nc3cc(S(=O)(=O)N4CCOCC4)ccc3N3CCOCC3)c3ccccc3n2)cc1	-4	0.5	-19	2	0	0	.	-1.3	-1.9
O=C(c1ccc(F)cc1)N1CCCC(C(=O)N2CCCCC2)C1 (configuration not stated)	-5	-1.8	-8	2	-2	2	1.6	-1.1	1.4
Cc1cc(C)nc(SC2c3cccc4cccc(c34)C2NS(=O)(=O)c2ccccc2)n1 (configuration not stated)	-4	1.2	1	-17	1	-1	0.3	-4.1	.

Some of the entries above, reformatted.
The line under a structure holds: BoNT F protease, BoNT-A LC inh2, CCHF vOTU inh, GDH-TPI counter, PrPC TRFRET, FBA Mtb inh, Mtb BioA inh, FadD28 binding, UGM FP inh
- CSc1nc(NNC=O)cc(Oc2ccc(NC(C)=O)cc2)n1
  3, 1.4, -11, 1, -2, -2, 0.5, -3.6, -0.7
- Cc1cc(C(F)(F)F)c2c(N)c(C(=O)NC3CC3)sc2n1
  2, 3.8, 4, 14, -16, 4, -3.9, 0.6, 0.7
- O=C1[C@H]2[C@@H](c3ccc(F)cc3)N3C(=O)N(c4cccc(Cl)c4)C(=O)[C@@]3(Cc3ccccc3)[C@H]2C(=O)N1C1CCCCC1
  -8, -0.4, 4, 4, 0, -1, -4.1, -1.1, -1.6
- O=C(CSc1ccc(-c2ccco2)nn1)N1CCCCCC1
  -6, 0.0, 4, 3, -4, 3, ., -0.1, -1.3
- FC(F)(F)c1cccc(CN2CCC(c3cc(-c4cccs4)n[nH]3)CC2)c1
  -13, -2.7, 12, 5, 7, 1, ., -2.9, -0.2
- COc1ccc(/C=C/C(=O)c2ccc([N+](=O)[O-])o2)cc1
  5, 1.6, 7, 1, 0, -1, 1.1, -1.5, 0.3
- O=C(COC(=O)Cn1cnc2ccccc21)Nc1ccc(Br)cc1
  7, 0.4, 0, 11, 8, 4, 0.7, -2.4, .
- C#CCNC(=O)C1=C[C@@H](C2CCCCC2)C[C@@H](OCc2ccc(CO)cc2)O1
  -4, -0.3, 0, -1, 10, -3, 1.7&1.6, -7.0, 2.6
- O=C(N/C(=C/C=C/c1ccccc1)C(=O)N1CCOCC1)c1ccccc1Cl
  -3, -0.1, -2, 22, -1, 3, ., -2.5, -4.6
- CN(C(=O)C1CC1)c1ccccc1
  0, -0.2, -5, 0, -7, 3, ., -2.4, .
- CC1(C)CC(=O)c2cc(OCC(=O)NCCN3CCCc4ccccc43)ccc2O1
  -10, -0.5, -42, 7, 13, 18, -2.4, -0.6, -2.3

Remaining list, next part:
SMILES	BoNT F protease	BoNT-A LC inh2	CCHF vOTU inh	GDH-TPI counter	PrPC TRFRET	FBA Mtb inh	Mtb BioA inh	FadD28 binding	UGM FP inh
Cc1noc(C)c1C(=O)NCCC1=CCCCC1	-4	-0.6	-5	-10	1	0	-0.8	-19	0.5
Cc1[nH]n(-c2ccccc2)c(=O)c1C(c1cccc([N+](=O)[O-])c1)c1c(C)[nH]n(-c2ccccc2)c1=O	-16	-0.9	41*	10	-8	-4	.	4.2	-1.7
CCC(=O)c1ccc(OCC(=O)Nc2ccccc2C(=O)N2CCCCC2)cc1	3	-1.1	2	6	-5	0	0.7	-2.0	-0.1
COc1ccc(S(=O)(=O)Nc2ccccc2-c2nc3ccccc3[nH]c2=O)cc1	2	-0.2	6	2	-5	13	-1.6	-3.8	-3.8
NC(=O)c1ccc(NC(=O)COC(=O)/C=C/c2cn(-c3ccccc3)nc2-c2cccnc2)cc1	-4	9.4	-11	22	10	7	-2.1	-1.6	1.5
Cc1cc([N+](=O)[O-])nn1CCCC(=O)NC(C)c1ccccc1 (configuration not stated)	-6	-0.2	-8	4	-6	1	-0.6	-1.5	0.2
O=C(NC1CCCC1)C(c1ccncc1)N(C(=O)c1csnn1)c1ccc(F)cc1 (configuration not stated)	3	-0.7	0	-8	4	1	0.4	-2.0	-0.4
CN1CCN(c2oc(Cc3cccc4ccccc34)nc2C#N)CC1	?	1.8	0	21	-10	1	0.8	-2.3	-2.2
COC(=O)c1cc(S(=O)(=O)NCC2CCN(Cc3ccccc3F)CC2)c[nH]1	-2	-0.1	13	-3	-3	-1	0.1	-1.9	0.2
Cn1cc(/C=C2\SC(=S)N(NC(=O)c3cccc(Cl)c3)C2=O)c2ccccc21	3	13	-11	16	4	-3	.	2.5	.
O=[N+]([O-])c1cccc(NC(=S)N2CCN(S(=O)(=O)c3ccccc3)CC2)c1	5	0.8	13	0	-1	-1	5.0	-1.8	-0.3
CCCn1c(=N)c(C(=O)NCc2ccc3c(c2)OCO3)cc2c(=O)n3cccc(C)c3nc21	4	1.4	2	1	-6	4	0.0	1.1	-0.9
O=C(CCl)N1c2ccccc2CCc2ccccc21	?	-1.4	16	-1	1	-4	1.3	-2.9	0.1
COc1ccc(OCC(=O)OC(C)CN2CCOCC2)cc1 (configuration not stated)	?	-1.6	5	-4	-6	3	-1.3	-1.9	1.3
Nc1cc2c(cc1C(=O)c1cccc(Br)c1)OCCO2	0	-0.1	-1	1	-2	-4	.	-1.1	0.6
COc1ccc(CN2C(=O)c3cccc4cccc(c34)C2=O)cc1	-4	0.2	6	4	-1	-3	-1.5	-3.2	1.6
COc1ccc(NC(=O)CCCn2nc(C)c3c(C)n(-c4ccccc4)nc3c2=O)cc1OC	-5	-0.9	-9	2	2	-1	-1.2	-3.0	1.1
CN(C)Cc1c[nH]c2ccccc12	-2	0.6	-8	-2	2	2	0.5	-2.7	4.9
CCC(C(=O)N1CCN(S(=O)(=O)c2ccc(F)cc2)CC1)c1ccccc1 (configuration not stated)	2	0.1	19	9	4	3	0.5	-2.2	1.7
COC(=O)C1=C(Nc2cc(Cl)cc(Cl)c2)CSC1	?	-4.7	-6	13	2	-2	0.4	-1.0	1.4
CCOc1ccc2oc(-c3ccccc3)c(C(=O)N3CCN(C)CC3)c2c1	5	3.1	-13	21	4	71*	0.0	-1.9	-0.4
O=C(O)C1CC=CCC1C(=O)NNc1ccccc1 (configuration not stated)	-2	-1.2	-6	4	8	0	.	-2.8	0.1
O=C(CC1SC(N2CCOCC2)=NC1=O)Nc1ccccc1Cl (configuration not stated)	-3	-0.8	-5	-3	-3	5	0.4	-0.8	-0.3
COc1ccc(-c2c(C#Cc3ccsc3)c3cc(-c4ccc5cc[nH]c5c4)ccc3n2C)cc1	2	0.3	20	17	7	4	1.3	-0.7	-0.8
O=C(Oc1ccc(Cl)c2cccnc12)N1CCCCCC1	3	-0.2	7	-3	-20	5	-2.0	0.4	0.4
CC(=NCCc1c(C)[nH]c2ccc(OC(F)(F)F)cc12)C1=C(O)CC(c2ccccc2)CC1=O (configuration not stated)	-2	-0.3	6	-2	-3	4	.	-4.8	1.7
O=C(NC12CC3CC(CC(C3)C1)C2)N1CCC(O)(c2ccc3c(c2)OCO3)CC1	-4	-0.4	1	-9	-7	1	0.1	1.7	-2.2
Cn1cccc1/C=C1/C(=O)NC(=O)N(C(C)(C)C)C1=O	-3	-0.1	-5	4	-3	1	0.2	-1.8	-3.4
Cc1csc(=O)n1CCC(=O)OCC(=O)Nc1ccc(C(N)=O)cc1	.	.	-11	-5	3	-2	6.4	-1.1	-0.8
CCOCC(=O)Nc1ccc([N+](=O)[O-])cc1OC	0	-0.3	3	11	-7	-1	-0.7	-2.6	-0.1
CCn1c(/N=C/c2c[nH]c3ccccc23)nc2ccccc21	7	0.3	-4	-4	0	-1	-0.4	-1.2	2.6
CC(NC(=O)COC(=O)CN1C(=O)NC2(CCCC2)C1=O)c1ccc(F)cc1 (configuration not stated)	-2	-0.6	17	6	0	3	-1.3	0.0	.
Cc1cccc(N2CC(C(=O)Nc3ccc(S(=O)(=O)Nc4nccs4)cc3)CC2=O)c1C (configuration not stated)	8	-1.9	8	7	-1	-1	0.5	0.1	1.3
COC(=O)/C(=C/c1ccco1)NC(=O)c1ccc(Br)o1	4	0.5	4	18	-7	-8	.	-0.6	-0.6
COc1ccc(CC(=O)NCc2ccc(-n3cccc3)cc2)cc1OC	11	1.0	13	-2	1	1	-3.5	-3.0	0.3
CC1(C)OC1COc1c2occc2cc2ccc(=O)oc12 (configuration not stated)	-9	-0.3	-4	1	-2	1	3.3	-2.5	4.0
Cn1cccc1C(=O)NC(=O)COC(=O)CC12CC3CC(CC(C3)C1)C2	-16	-0.7	2	1	6	-2	2.7	-3.0	-1.3
CC(C)(C)NS(=O)(=O)c1ccc(OCC(=O)NCC2CCCO2)cc1 (configuration not stated)	-1	1.1	1	3	-2	0	0.0	-1.7	.
O=C(Nc1ccc(Cl)cc1)c1cccc(S(=O)(=O)Nc2ccccn2)c1	-6	-0.9	6	5	-3	1	-1.8	-2.1	1.5
Cn1c(Cc2ccccc2)nnc1SCC(=O)NC1CCCCC1	1	0.1	1	7	-8	-2	-0.3	1.9	-0.4
Cc1ccc(NS(=O)(=O)c2ccccc2F)cc1S(=O)(=O)N1CCCCCC1	0	2.0	7	-3	1	1	-0.7	0.5	.
CCOC(=O)C1(C)CCN1C(=O)c1cncc(Br)c1 (configuration not stated)	4	0.5	-7	5	4	0	-0.3	-0.8	.

Source: PubChem BioAssay
